Screening data deposited in PubChem by National Center for Advancing Translational Sciences (NCATS).
SW480 rerep: inducers of DNA re-replication in SW480 colon cancer cells; SW480 DNA re-replication, Hoechst DNA content imaging, 48 h; Potency, µM (doses to about 46.1 µM), inactives show at the top dose re-replication activation, hits mostly activators; hit rate 1.8% among 340,000; AID 624297; further: % of control where 0% means no effect; nearly all actives have a fitted effect of over 55% in size
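DNA re-replication was detected as more nuclei of elevated Hoechst intensity after 48 hr exposure to compound (23 nL pinned per well of 250 cells).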
KB-3-1 tox: kills parental KB-3-1 adenocarcinoma cells; KB-3-1 viability, CellTiter-Glo ATP luminescence, 72 h; Potency, µM (titrated, usually from 46.1 µM), for the others: top-dose activity change, negative = cytotoxic, actives largely listed as cytotoxic; hit rate 1.4% among 400,000; further: on the % scale 0 is the no-effect control and ±100 the full control effect; nearly all actives have a fitted effect of over 60% in size
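Cells are dispensed, compounds pinned in, plates held at 37 °C for 72 h, then CellTiter-Glo is added and luminescence read after 10 minutes. Cell line: parental KB-3-1 in phenol-red-free DMEM, 10% FBS.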
GLP1R ag: agonists of human GLP-1 receptor; HEK293 GLP-1R CRE-luciferase, luminescence, 4-6 h; cells express a hypersensitive GLP-1R form; AID 624172; Potency, µM (titrated, usually from 45.6 µM), without a hit: at the highest dose activation, actives largely listed as activators; P43220; hit rate 0.007% among 380,000; further: % of control where 0% means no effect
Target sequence (P43220 whole entry, looked up): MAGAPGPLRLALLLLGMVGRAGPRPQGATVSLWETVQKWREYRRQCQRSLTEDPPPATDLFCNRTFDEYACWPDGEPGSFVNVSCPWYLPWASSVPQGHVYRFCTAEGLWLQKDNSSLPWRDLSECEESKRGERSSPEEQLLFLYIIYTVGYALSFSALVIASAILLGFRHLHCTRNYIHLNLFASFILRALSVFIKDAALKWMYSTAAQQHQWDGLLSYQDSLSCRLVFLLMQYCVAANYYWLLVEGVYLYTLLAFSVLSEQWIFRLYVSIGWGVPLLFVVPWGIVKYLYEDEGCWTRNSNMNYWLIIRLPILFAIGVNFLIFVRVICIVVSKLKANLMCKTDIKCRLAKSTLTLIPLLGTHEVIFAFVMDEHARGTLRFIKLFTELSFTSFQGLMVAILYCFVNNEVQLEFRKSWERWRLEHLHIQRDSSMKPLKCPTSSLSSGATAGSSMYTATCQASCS
KB-V1 MDR tox: KB-V1 MDR subline cytotoxicity | KB-V1 MDR cells viability, CellTiter-Glo, 72 h | hit rate 3.4% among 400,000 | Potency, µM (titrated, usually from 46.1 µM), without a hit: at the top dose activity change, negative = cytotoxicity, actives largely listed as cytotoxic; further: on the % scale 0 is the no-effect control and ±100 the full control effect; nearly all actives have a fitted effect of over 60% in size
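Cytotoxicity via CellTiter-Glo luminescence after 72 h compound exposure at 37 degrees C. Cells: drug-selected KB-V1 line, DMEM phenol-red free plus 10% FBS. Compounds tested at multiple concentrations; normalized data fitted to concentration-effect curves.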
TDP-43 yeast inh: inhibitors of TDP-43 toxicity in yeast. Potency, µM (doses to about 46.1 µM), for inactives: at the highest dose growth rescue (activation), most hits filed as activators. AID 652104. TDP-43 expressing yeast growth rescue, BacTiter-Glo, 24 h. hit rate 1.8% among 410,000; further: % of control where 0% means no effect; nearly all actives have a fitted effect of over 50% in size
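Galactose-induced TDP-43 yeast, OD600=0.02, compound pinned; 24 hr, 30 deg C; BacTiter-Glo luminescence for growth. Inhibitors of TDP-43 toxicity read as activators.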
HT1080 IDH1KD tx: HT-1080 IDH1 knockdown cell toxicity (counter line); Potency, µM (top dose mostly 46.1 µM), without a hit: at the highest dose activity, negative = toxicity, most hits filed as cytotoxic; HT-1080 IDH1 knockdown viability, ATP luminescence, 48 h; AID 686971; hit rate 2% among 360,000;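 further: 0% = DMSO wells and -100% = cell-free medium wells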
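HT-1080-IDH1KD cells (IDH1 knocked down), 750/well in RPMI with 5% FBS, treated with compound 48 h at 37 degrees C. Viability by CellTiter-Glo luminescence, normalised to DMSO and no-cell wells; concentration-response curves classed.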
GLP-1R inv ag: acts as inverse agonist at human GLP-1 receptor; AID 624417; HEK293 GLP-1R CRE-luciferase, luminescence, 24 h; GLP-1R form is constitutively active; Potency, µM (top dose mostly 38.3 µM), inactives show top-dose activity change, negative = inhibition, actives largely listed as inhibitors; P43220; hit rate 1.6% among 410,000; further: on the % scale 0 is the no-effect control and ±100 the full control effect; nearly all actives have a fitted effect of over 55% in size
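Inverse agonists were sought by their lowering of basal cAMP reporter luciferase output in HEK293 cells stably carrying constitutively active human GLP-1R, after 24 h compound treatment.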
HT1080NT lethal: kills 2HG-producing HT-1080-NT fibrosarcoma cells; hit rate 1.6% among 360,000; Potency, µM (highest dose often 46.1 µM), for the others: at the highest dose activity, negative = less viability, usual class: cytotoxic; HT-1080-NT fibrosarcoma viability, CellTiter-Glo ATP luminescence, 48 h; AID 686970;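 further: NT is the 2HG producing partner of a matched IDH1 knockdown line; 0% = DMSO-treated cells and -100% = media-only wells without cells; nearly all actives have a fitted effect of over 55% in size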
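750 cells/well, RPMI + 5% FBS; 2 h settle, compound pin-transfer, 48 h at 37 degrees C. CellTiter-Glo 10 min RT, luminescence. Normalized to DMSO and media-only wells.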
GLP1R cytotox: cytotoxicity counter-screen for GLP-1 receptor inverse agonists. HEK293 cAMP-luciferase reporter cells, luminescence, 24 h. Potency, µM (series often up to 38.3 µM), for the others: top-dose activity change, negative = inhibition, actives largely listed as inhibitors. hit rate 0.13% among 410,000;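 further: loss of luciferase light is scored as toxicity; on the % scale 0 is the no-effect control and ±100 the full control effect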
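Quantitative HTS format, 1536 wells, 200 cells/uL seeded. Compounds: 23 nL, 24 h, 37 °C. Detection: luciferase reagent, luminescence at 12 min RT; decreased signal taken as cytotoxic.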
* = called active by the depositor; [ ] = dose if it differs, or a comment. The call rests on the fitted dose curve; in most records, active means well fitted curve in the direction sought with a large enough effect; inconclusive means small, poorly fitted or top-dose-only effect, or another doubt; inactive means no such curve, though single readings can be large; an effect the other way counts as inactive or inconclusive. Potency means the concentration at half of the fitted maximal effect.

COc1ccc(/C=C/C(=O)Nc2nc3n(n2)C(c2ccccc2)C=C(c2ccccc2)N3)cc1 (centres undefined) was read as KB-3-1 tox 3%, KB-V1 MDR tox -13%, TDP-43 yeast inh -3%, GLP-1R inv ag 4% and GLP1R cytotox 27%.
For COc1ccc(CNC(=O)Nc2cccc3ccccc23)cc1 the results were SW480 rerep -7%, KB-3-1 tox -1%, GLP1R ag -9%, KB-V1 MDR tox 0%, TDP-43 yeast inh -4%, HT1080 IDH1KD tx 0%, GLP-1R inv ag -1%, HT1080NT lethal -2% and GLP1R cytotox 3%.
For O=C(Cc1cccc([N+](=O)[O-])c1)Nc1cccc(C(=O)N2CCCCC2)c1 the results were SW480 rerep -13%, KB-3-1 tox -29%, GLP1R ag 3%, KB-V1 MDR tox 4%, TDP-43 yeast inh 9%, HT1080 IDH1KD tx 6%, GLP-1R inv ag 0%, HT1080NT lethal 5% and GLP1R cytotox 3%.
For Cc1occc1C(=O)NNC(=O)C1CC1 the results were SW480 rerep -7%, KB-3-1 tox 7%, GLP1R ag -1%, KB-V1 MDR tox 9%, TDP-43 yeast inh 11%, HT1080 IDH1KD tx 4%, GLP-1R inv ag -10%, HT1080NT lethal -5% and GLP1R cytotox 6%.
CCc1ccc(NCc2cc3ccc(OC)cc3n(CC(=O)Nc3ccc(F)cc3F)c2=O)cc1 was read as KB-3-1 tox inconclusive, GLP1R ag 3%, KB-V1 MDR tox inconclusive, TDP-43 yeast inh 23%, GLP-1R inv ag 14% and GLP1R cytotox 25%.
For CCOC(=O)c1sc2nc(N3CCOCC3)c3c(c2c1N)CC(C(C)C)OC3 (centres undefined) the results were SW480 rerep -12%, KB-3-1 tox 14%, GLP1R ag 3%, KB-V1 MDR tox -1%, TDP-43 yeast inh 4%, HT1080 IDH1KD tx 11%, GLP-1R inv ag 9%, HT1080NT lethal 7% and GLP1R cytotox -3%.
For O=C(Nc1ccccc1Cl)c1ccc2ccccc2c1 the results were SW480 rerep inconclusive, KB-3-1 tox -4%, GLP1R ag -2%, KB-V1 MDR tox -6%, TDP-43 yeast inh -1%, HT1080 IDH1KD tx -4%, GLP-1R inv ag 12%, HT1080NT lethal -8% and GLP1R cytotox -4%.
Screening O=C(COc1ccccc1)N1CCN=C1SCc1ccc(F)cc1 returned SW480 rerep inconclusive, KB-3-1 tox -5%, GLP1R ag 14%, KB-V1 MDR tox 2%, TDP-43 yeast inh 0%, HT1080 IDH1KD tx -14%, GLP-1R inv ag -23%, HT1080NT lethal -7% and GLP1R cytotox -14%.
Screening O=C(O)c1c(C(=O)O)c(-c2ccc(F)cc2)n2c1CCC2 returned SW480 rerep -1%, KB-3-1 tox 17%, GLP1R ag 0%, KB-V1 MDR tox 3%, TDP-43 yeast inh -13%, HT1080 IDH1KD tx 0%, GLP-1R inv ag 29%, HT1080NT lethal 2% and GLP1R cytotox -6%.
For Cc1ccc(NC(=O)c2ccccc2)s1 the results were SW480 rerep -8%, KB-3-1 tox -4%, GLP1R ag -12%, KB-V1 MDR tox 0%, TDP-43 yeast inh 0%, HT1080 IDH1KD tx -8%, GLP-1R inv ag 0%, HT1080NT lethal 0% and GLP1R cytotox 1%.
`O=C(NCc1cccnc1)c1ccc(NC(=O)c2cccc([N+](=O)[O-])c2)cc1` gave SW480 rerep 6%, KB-3-1 tox 5%, GLP1R ag 6%, KB-V1 MDR tox 2%, TDP-43 yeast inh -6%, HT1080 IDH1KD tx 3.7µM*, GLP-1R inv ag 12%, HT1080NT lethal inconclusive and GLP1R cytotox 14%.
COC(=O)NCC(c1cccnc1)N1CCN(c2ccccc2F)CC1 (centres undefined) was read as SW480 rerep inconclusive, KB-3-1 tox -7%, GLP1R ag 1%, KB-V1 MDR tox 0%, TDP-43 yeast inh 5%, HT1080 IDH1KD tx 1%, GLP-1R inv ag -9%, HT1080NT lethal -1% and GLP1R cytotox 6%.
For O=C1CS/C(=C/C(=O)c2ccccc2)N1 the results were SW480 rerep 1%, KB-3-1 tox 21%, GLP1R ag 14%, KB-V1 MDR tox 7%, TDP-43 yeast inh -34%[inhibitor], HT1080 IDH1KD tx 5%, GLP-1R inv ag 4%, HT1080NT lethal 5% and GLP1R cytotox 9%.
`COC(=O)C(CC(C)C)NC(=O)c1ccc([N+](=O)[O-])cc1` (centres undefined) gave SW480 rerep -1%[9.22 µM], KB-3-1 tox 0%, GLP1R ag -4%, KB-V1 MDR tox 3%, TDP-43 yeast inh 14%, HT1080 IDH1KD tx 4%, GLP-1R inv ag -49%, HT1080NT lethal -1% and GLP1R cytotox -6%.
`CCCn1c(NC(=O)c2ccccc2)nc2ccccc21` gave SW480 rerep 3%, KB-3-1 tox inconclusive, GLP1R ag 6%, KB-V1 MDR tox 15µM*, TDP-43 yeast inh inconclusive, HT1080 IDH1KD tx -30%, GLP-1R inv ag 11µM*, HT1080NT lethal -23% and GLP1R cytotox inconclusive.
`CCOc1ccc(C(=O)N2CCN(Cc3ccccc3)CC2)cc1OCC` gave SW480 rerep -7%, KB-3-1 tox -3%, GLP1R ag 1%, KB-V1 MDR tox inconclusive, TDP-43 yeast inh 3%, HT1080 IDH1KD tx -6%, GLP-1R inv ag 10%, HT1080NT lethal -6% and GLP1R cytotox -5%.
For N#C/C(=C\c1ccccc1[N+](=O)[O-])C(=O)NCc1ccccc1 the results were SW480 rerep inconclusive, KB-3-1 tox 9%, GLP1R ag 8%, KB-V1 MDR tox -22%, TDP-43 yeast inh -28%[1.82 µM], HT1080 IDH1KD tx -16%, GLP-1R inv ag -21%, HT1080NT lethal -22% and GLP1R cytotox 31%[activator].
For CCOc1ccc(C(=S)N2CCOCC2)cc1 the results were SW480 rerep 0%, KB-3-1 tox 2%, GLP1R ag -5%, KB-V1 MDR tox 10%, TDP-43 yeast inh 4%, HT1080 IDH1KD tx 4%, GLP-1R inv ag 0%, HT1080NT lethal 11% and GLP1R cytotox -6%.
`CC(O)(c1cccc(F)c1)c1nc(-c2ccncc2)cs1` (centres undefined) gave KB-3-1 tox -2%, GLP1R ag -1%, KB-V1 MDR tox inconclusive, TDP-43 yeast inh inconclusive, HT1080 IDH1KD tx inconclusive, GLP-1R inv ag inconclusive, HT1080NT lethal inconclusive and GLP1R cytotox 3%.
For CCCn1c(CCC(=O)Nc2ccccc2OC)nc2cccnc21 the results were KB-3-1 tox 9%, KB-V1 MDR tox 10%, TDP-43 yeast inh 11%, GLP-1R inv ag 21% and GLP1R cytotox 5%.

The closing 3 records of the section before come first, to join the parts:
For CCOc1ccc(C(=S)N2CCOCC2)cc1 the results were SW480 rerep 0%, KB-3-1 tox 2%, GLP1R ag -5%, KB-V1 MDR tox 10%, TDP-43 yeast inh 4%, HT1080 IDH1KD tx 4%, GLP-1R inv ag 0%, HT1080NT lethal 11% and GLP1R cytotox -6%.
`CC(O)(c1cccc(F)c1)c1nc(-c2ccncc2)cs1` (centres undefined) gave KB-3-1 tox -2%, GLP1R ag -1%, KB-V1 MDR tox inconclusive, TDP-43 yeast inh inconclusive, HT1080 IDH1KD tx inconclusive, GLP-1R inv ag inconclusive, HT1080NT lethal inconclusive and GLP1R cytotox 3%.
For CCCn1c(CCC(=O)Nc2ccccc2OC)nc2cccnc21 the results were KB-3-1 tox 9%, KB-V1 MDR tox 10%, TDP-43 yeast inh 11%, GLP-1R inv ag 21% and GLP1R cytotox 5%.
CCOC(=O)C1CCN(C(=O)C(CC)c2ccccc2)CC1 (centres undefined) was read as SW480 rerep 18µM*, KB-3-1 tox 0%, GLP1R ag -1%, KB-V1 MDR tox -8%, TDP-43 yeast inh 7%, HT1080 IDH1KD tx 10%, GLP-1R inv ag -28%, HT1080NT lethal 6% and GLP1R cytotox -13%.
For O=C(CSc1nnc2ccccn12)NNC(=O)c1ccc(Cl)cc1 the results were SW480 rerep inconclusive, KB-3-1 tox -1%, GLP1R ag 0%, KB-V1 MDR tox inconclusive, HT1080 IDH1KD tx -1%, GLP-1R inv ag -10%, HT1080NT lethal 15% and GLP1R cytotox 7%.
For O=C(Nc1ccccn1)c1cc2cc([N+](=O)[O-])ccc2s1 the results were SW480 rerep 18%, KB-3-1 tox 0%, GLP1R ag -1%, KB-V1 MDR tox 1%, TDP-43 yeast inh -3%, HT1080 IDH1KD tx -23%, GLP-1R inv ag 13%, HT1080NT lethal -18% and GLP1R cytotox -4%.
`Cc1ccc2c(c1)CCCN2C(=O)c1cc(C)on1` gave SW480 rerep -4%, KB-3-1 tox 9%, GLP1R ag 6%, KB-V1 MDR tox 0%, TDP-43 yeast inh 9%, HT1080 IDH1KD tx -1%, GLP-1R inv ag 4%, HT1080NT lethal 1% and GLP1R cytotox 11%.
For COc1ccc(NC(=O)Nc2ccc(F)cc2)cn1 the results were SW480 rerep -19%, KB-3-1 tox 2%, GLP1R ag 3%, KB-V1 MDR tox 30%, TDP-43 yeast inh 21%, HT1080 IDH1KD tx 11%, GLP-1R inv ag -1%, HT1080NT lethal 7% and GLP1R cytotox -24%.
O=c1cc(O)c2c(=O)[nH]c(=O)n(-c3ccccc3)c2[nH]1 was read as SW480 rerep -5%, KB-3-1 tox 0%, GLP1R ag 8%, KB-V1 MDR tox 7%, TDP-43 yeast inh -3%, HT1080 IDH1KD tx 7%[9.24 µM], GLP-1R inv ag 3%, HT1080NT lethal 13% and GLP1R cytotox 1%.

This is a random part of the collection. Share with any hit: about 9.4%.
